VLA-4 inh: inhibition in a human VLA-4 binding assay | P13612 | VLA-4 expressing cells, ligand binding flow cytometry | inhibition, % (about 7 µM as worked out from the volumes in the protocol) | hit rate 0.2% among 330,000; in the data active means inhibition above about 50%
AGP1-GFP MLPCN: modulators of TOR pathway AGP1-GFP in S. cerevisiae; AID 2066; hit rate 0.02% among 320,000; S. cerevisiae AGP1-GFP multiplex flow cytometry, 3 h; GFP as percent of DMSO wells; GFP response vs DMSO, % at 10 µM;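 active means GFP response relative to DMSO above a set limit, near screen average plus 3 SD, cut at about 150% in these data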;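 further: median GFP channel fluorescence of the gated AGP1 strain per well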
MEX-5 binding: C. elegans MEX-5 TCR-2 RNA binding activity; activity score (negative = inhibition of binding), % at 10 µM; MEX-5/FITC-TCR2 RNA binding, fluorescence polarization; stronger effect = lower value; hit rate 0.38% among 300,000; Q9XUB2;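 active means inhibition past about -25% in most replicates, and total fluorescence under double the plate's negative control median, limit read from the data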;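 further: 0% = DMSO and -100% = 5 µM competing unlabeled TCR2 RNA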
Target sequence (Q9XUB2 whole entry, looked up): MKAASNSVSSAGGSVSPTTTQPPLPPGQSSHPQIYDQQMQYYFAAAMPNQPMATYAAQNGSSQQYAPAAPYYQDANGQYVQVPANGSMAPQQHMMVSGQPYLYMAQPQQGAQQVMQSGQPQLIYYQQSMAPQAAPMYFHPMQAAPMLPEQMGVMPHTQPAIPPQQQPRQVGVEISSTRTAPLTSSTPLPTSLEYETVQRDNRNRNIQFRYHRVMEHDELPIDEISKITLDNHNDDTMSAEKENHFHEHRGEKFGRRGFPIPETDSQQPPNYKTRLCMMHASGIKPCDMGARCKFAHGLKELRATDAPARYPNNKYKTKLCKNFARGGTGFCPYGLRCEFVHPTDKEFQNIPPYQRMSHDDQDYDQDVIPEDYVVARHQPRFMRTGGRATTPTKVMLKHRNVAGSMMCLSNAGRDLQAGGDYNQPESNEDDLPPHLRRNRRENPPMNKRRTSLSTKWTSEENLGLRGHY
GRK2 inh: inhibitors of human GRK2 displacing RNA aptamer. bead flow cytometry, FAM-aptamer displacement from GRK2. hit rate 0.59% among 330,000. P25098. inhibition of aptamer binding, % at 10 µM;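 active means inhibition of aptamer binding above 40%, roughly 3 SD of noise, on plates passing a quality check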;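 further: median bead fluorescence of bound FAM aptamer so fluorescent compounds give negative values; no value below 0 was filed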
Yeast superoxide: caloric restriction mimetics inhibiting age-related superoxide in yeast; S. cerevisiae aged cells, superoxide DHE fluorescence; stronger effect = lower value; superoxide response (% of plate mean), % at 10 µM; hit rate 0.18% among 330,000;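 active means superoxide response under a set limit, about three screen SD below normal, cut at about 65% in these data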;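 further: yeast aged for seven days with compound at 30 °C before DHE staining; 100% = average MFI of all compound-treated wells on the plate with controls excluded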
Bcl-xL primary: Bcl-xL (human) inhibition; inhibition, % at 10.9 µM; Q07817; hit rate 0.7% among 320,000; GST-Bcl-xL / FITC-Bim BH3 peptide fluorescence polarization;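 active means inhibition above the mean of all tested compounds plus 3 SD, cutoff set per campaign, cut at about 30% in these data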;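 further: 0% = DMSO wells and 100% = unlabeled Bim-BH3 peptide competitor; inhibitors lower millipolarization by displacing the labeled peptide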
MCL1-BIM inh: inhibitors of human MCL1 binding to BIM-BH3 peptide | Q07820 | GST-MCL1 / FITC-Bim-BH3 fluorescence polarization | inhibition, % at 10.9 µM | hit rate 0.68% among 320,000;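 active means inhibition above the mean inhibition of all tested compounds plus 3 SD, set per campaign, cut at about 40% in these data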;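 further: 0% = DMSO wells and 100% = unlabeled Bim-BH3 peptide control; higher means more loss of mP so more displacement of Bim peptide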
CIT2 TOR yeast: yeast TOR pathway CIT2-GFP modulation; S. cerevisiae CIT2-GFP strain, flow cytometry, 3 h; 100 means same as DMSO wells; GFP response vs DMSO, % at 10 µM; hit rate 0.065% among 320,000;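 active means GFP response relative to DMSO above a set limit, near the screen mean plus 3 SD, cut at about 150% in these data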;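 further: ratio of well median GFP fluorescence to mean of DMSO wells on the plate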
GLD-1 TGE inh: GLD-1-TGE RNA interaction inhibition (C. elegans); hit rate 0.44% among 320,000; purified GLD-1 + fluorescein TGE RNA, fluorescence polarization; Q17339; inhibition, % at 5.96 µM;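 active means percent inhibition above a per-plate cutoff, the plate mean of test compounds plus 3 SD, cut at about 30% in these data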;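 further: 0% = DMSO wells with GLD-1 and probe and 100% = wells lacking GLD-1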
Target sequence (Q17339 whole entry, looked up): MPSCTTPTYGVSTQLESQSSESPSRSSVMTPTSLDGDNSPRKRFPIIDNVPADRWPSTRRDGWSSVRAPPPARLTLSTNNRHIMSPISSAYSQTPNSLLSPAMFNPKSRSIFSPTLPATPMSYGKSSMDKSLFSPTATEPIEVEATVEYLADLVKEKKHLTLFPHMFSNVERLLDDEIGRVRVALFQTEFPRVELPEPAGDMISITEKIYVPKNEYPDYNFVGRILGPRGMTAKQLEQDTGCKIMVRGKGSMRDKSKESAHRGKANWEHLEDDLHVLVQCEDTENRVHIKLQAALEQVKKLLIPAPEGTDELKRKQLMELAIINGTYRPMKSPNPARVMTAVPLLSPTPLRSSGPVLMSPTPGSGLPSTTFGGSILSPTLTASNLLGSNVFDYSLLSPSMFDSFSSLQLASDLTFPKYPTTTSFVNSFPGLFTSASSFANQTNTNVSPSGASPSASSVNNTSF
* = called active by the depositor; i = inactive; . = not tested or not shown.

Start of the listing, in advance, 3 compounds:
Each structure is followed by: VLA-4 inh	AGP1-GFP MLPCN	MEX-5 binding	GRK2 inh	Yeast superoxide	Bcl-xL primary	MCL1-BIM inh	CIT2 TOR yeast	GLD-1 TGE inh
1: COC(=O)c1c(NC(=O)CC2SC(N)=NC2=O)sc2c1CCC(C)C2 (stereo not given)
 : -6.8	103.1	.	4.0	120.2	5.8	-0.5	103.0	4.7
2: C1CCC(OCCN2CCN(CCOC3CCCCC3)CC2)CC1
 : -3.7	97.5	1.1	0.0	i	0.4	-4.3	101.4	5.3
3: CC(NC(=O)c1ccccc1)C(=O)OCC(=O)c1ccc(Br)cc1 (stereo not given)
 : 19.7	105.5	0.5	6.0	93.1	169.1*	9.8	98.4	-1.0

The whole of this part, previewed entries included:
Each structure is followed by: VLA-4 inh	AGP1-GFP MLPCN	MEX-5 binding	GRK2 inh	Yeast superoxide	Bcl-xL primary	MCL1-BIM inh	CIT2 TOR yeast	GLD-1 TGE inh
1: COC(=O)c1c(NC(=O)CC2SC(N)=NC2=O)sc2c1CCC(C)C2 (stereo not given)
 : -6.8	103.1	.	4.0	120.2	5.8	-0.5	103.0	4.7
2: C1CCC(OCCN2CCN(CCOC3CCCCC3)CC2)CC1
 : -3.7	97.5	1.1	0.0	i	0.4	-4.3	101.4	5.3
3: CC(NC(=O)c1ccccc1)C(=O)OCC(=O)c1ccc(Br)cc1 (stereo not given)
 : 19.7	105.5	0.5	6.0	93.1	169.1*	9.8	98.4	-1.0
4: Cc1ccc(OCC(O)CN2CCN(CCO)CC2)c(C)c1 (stereo not given)
 : 7.8	107.7	-1.5	1.0	89.9	7.7	18.1	106.0	0.7
5: Cc1cc(NC(=O)CCC2CCCC2)no1
 : -1.7	100.2	-0.3	0.0	99.9	4.5	7.2	.	2.3
6: COc1ccc(S(=O)(=O)Nc2cccc3c2O[C@H](CN(C)S(=O)(=O)c2ccc(Cl)cc2)[C@H](C)CN([C@H](C)CO)C3=O)cc1
 : 9.5	100.0	.	0.0	96.8	.	.	98.5	-0.4
7: CO/N=C/NC(=O)c1ccc([N+](=O)[O-])c(CS(=O)(=O)c2ccc(Cl)cc2)c1
 : 3.0	101.2	2.4	0.0	87.3	8.5	2.5	92.0	3.0
8: CCN1CCCC1CNC(=O)CSc1cc(=O)n(C)c2cc(Cl)ccc12 (stereo not given)
 : 22.7	98.9	-1.0	0.0	102.6	1.4	2.7	93.6	-1.6
9: O=C(c1cccc2ccccc12)N1CCN(CC2CC=CCC2)CC1 (stereo not given)
 : -2.4	100.7	-0.4	2.0	85.4	1.9	1.8	105.2	0.9
10: COc1cccc(CCNC(=O)CC2C(=O)NCCN2Cc2ccc(C)o2)c1 (stereo not given)
 : -102.7	104.7	-0.9	2.0	116.5	16.2	26.3	98.4	4.6
11: CCOC(=O)C1CCN(C(=O)/C=C/c2cc(OC)c(OC)c(OC)c2)CC1
 : 1.4	96.8	2.0	0.0	97.3	0.3	-6.8	95.9	0.7
12: COc1ccc(C2CC(c3cccs3)=NN2C(=O)CCC(=O)O)cc1 (stereo not given)
 : -2.6	94.7	0.7	1.0	88.8	1.0	2.1	98.0	2.4
13: O=[N+]([O-])c1ccc(N2CCN(C(=S)Nc3cccc(F)c3)CC2)cc1
 : 29.8	98.1	-0.7	0.0	92.0	2.9	4.1	92.6	4.3
14: O=C(CCn1c2c(c3ccccc31)CCCC2)NNC(=O)c1ccc(Cl)c([N+](=O)[O-])c1
 : 6.1	100.8	0.5	4.0	98.8	-11.6	-25.1	105.0	-1.4
15: CC(=O)Nc1ccc(S(=O)(=O)N2CCC(NC(=O)C(Cc3cccn3C)NC(C)=O)CC2)cc1 (stereo not given)
 : 3.4	107.7	.	0.0	82.6	6.5	-1.7	99.9	-6.3
16: O=C(OC1CCCCC1=O)c1cc(S(=O)(=O)N2CCOCC2)ccc1F (stereo not given)
 : -3.4	106.6	-1.8	4.0	94.7	3.6	-2.0	102.2	4.4
17: COc1cccc(/C=C2/C(=O)NN(c3ccc(Br)cc3)C2=O)c1O
 : -5.7	84.7	-0.8	27.0	98.5	.	.	107.0	.
18: CCC(=O)Nc1sc(Cc2ccccc2)c(C)c1C(N)=O
 : 14.8	111.7	-0.4	0.0	85.7	1.4	-4.8	113.9	6.1
19: COc1ccc(OC)c(N(CC(=O)NCCc2ccc(OC)c(OC)c2)S(=O)(=O)c2ccccc2)c1
 : -2.7	104.8	2.4	3.0	89.1	2.2	0.2	109.7	4.7
20: COc1ccc(OC)c(S(=O)(=O)N2CCN(C)CC2)c1
 : -4.5	111.5	1.1	0.0	91.7	3.4	8.4	108.6	2.4
21: CCN1CCN(C(=O)C2CC(c3ccc(F)cc3)=NO2)CC1 (stereo not given)
 : 15.8	106.2	0.6	0.0	112.1	4.9	-0.2	101.1	-2.9
22: CN1CCN(CCC(=O)N/N=C/c2cc([N+](=O)[O-])ccc2OC(F)F)CC1
 : 0.3	105.5	0.7	0.0	99.8	5.3	5.2	105.8	7.0
23: Cc1nnc(SCc2cc(=O)[nH]c(Nc3nc(C)c4cc(C)c(C)cc4n3)n2)s1
 : 5.2	91.4	-2.2	0.0	105.0	2.6	-2.6	98.5	1.0
24: CCN(CC)CCNC(=O)c1cc(S(=O)(=O)N2CCc3ccccc32)cn1C
 : 17.6	92.0	2.7	0.0	93.6	-0.5	1.1	88.6	2.6
25: CC(C)NC(=O)c1ccc2c3n(nc2c1)-c1ccc(Cl)cc1CO3
 : -3.3	69.1	-1.7	0.0	92.2	1.9	-4.5	62.9	-3.7
26: CCOc1ccc(C(=O)OCC(=O)Nc2cc(C)on2)cc1OCC
 : -6.4	103.4	0.3	2.0	104.2	-0.4	2.7	103.1	7.3
27: CCOC(=O)c1cccc(NS(=O)(=O)c2c(C)[nH]c(C)c2C(=O)N2CCCC2)c1
 : 21.6	90.8	-3.2	0.0	85.4	7.8	2.3	94.3	-3.2
28: O=C(Nc1ccc(Cl)cc1)c1cc(Br)ccc1OCC(=O)N1CCOCC1
 : 30.2	96.5	-0.3	0.0	98.4	-0.4	0.5	93.0	11.7
29: Cc1ccc(C)c(SCC(=O)Nc2nnc(-c3ccccc3)o2)c1
 : 1.1	92.9	-1.1	2.0	120.0	-1.8	1.1	90.4	-4.5
30: CCOC(=O)c1ccc2nc(NC(=O)c3cccs3)sc2c1
 : 14.0	94.0	-1.2	0.0	116.5	2.7	-1.7	98.8	-4.3
31: Cc1ccc(S(=O)(=O)CCC(=O)NCc2ccccc2F)cc1
 : 13.4	104.7	-6.9	2.0	90.1	0.8	-3.5	95.4	2.6
32: COC(=O)c1cc(OC)c(OC)cc1N1C(=O)CC(C)(C)CC1=O
 : -120.5	101.1	0.6	1.0	97.5	10.0	11.0	98.0	-3.7
33: O=C1c2ccccc2CN1Cc1ccccc1
 : 9.7	108.5	-0.2	3.0	100.7	1.8	1.3	104.0	8.6
34: O=C(Nc1ccccc1)c1ccc(OC(=O)c2cc3ccccc3o2)cc1
 : -11.0	99.0	-1.1	1.0	109.0	2.3	-5.4	100.5	0.1
35: COCCCNC(=O)Cc1ccc(-n2c(C)nc3cccnc32)cc1
 : 9.5	94.4	-11.5	0.0	120.6	.	.	97.9	.
36: CCN1CCN(CCCNC(=O)c2ccc3c(c2)NC(=O)/C(=C\c2cccc(C)c2)S3)CC1
 : 17.8	91.0	-2.7	0.0	135.0	4.4	5.5	85.8	-0.6
37: O=C(Oc1ccc(Br)cc1C(=S)N1CCCC1)c1ccccc1Cl
 : 0.0	93.9	-0.6	0.0	101.9	-4.6	-2.3	95.0	3.3
38: CCC(=O)NC(NCC1CCCO1)C(Cl)(Cl)Cl (stereo not given)
 : -2.9	104.9	-0.1	1.0	91.1	-0.7	0.3	103.9	1.8
39: COc1ccc(NC(=S)N/N=C/c2ccc(F)cc2)cc1OC
 : 5.3	90.4	-2.3	0.0	91.9	7.7	-0.2	90.3	1.8
40: O=S(=O)(NC1CC2CCC1C2)c1ccc(Br)s1 (stereo not given)
 : -20.2	101.5	-1.5	2.0	188.6	5.5	1.6	94.0	-3.1
41: Cc1ccc2c(c1)-c1c(ssc1=S)C(C)(C)N2C(=O)CSc1nncn1C
 : -0.3	107.1	-1.6	0.0	94.3	8.5	11.2	110.8	1.1
42: CCc1cc(=O)oc2cc(OC3CCCCC3=O)ccc12 (stereo not given)
 : 29.2	112.0	0.7	0.0	98.1	3.8	1.9	107.6	0.7
43: O=C(NCc1ccco1)c1cnn2c1NC(c1ccc(Br)cc1)CC2C(F)(F)F (stereo not given)
 : 20.9	105.3	0.3	3.0	109.2	3.6	-1.6	99.3	-7.3
44: COc1ccc(-c2cc3ccc(OCC(C)=O)cc3oc2=O)cc1OC
 : -8.9	90.0	1.7	2.0	89.2	5.2	-0.1	98.1	-1.5
45: Cn1c(=O)c2cc(S(=O)(=O)NC(C(=O)NCc3cccnc3)c3ccccc3)ccc2n(C)c1=O (stereo not given)
 : 27.7	100.2	-5.2	2.0	106.5	5.5	1.1	102.3	6.1
46: CNS(=O)(=O)c1cccc(C(=O)OCC(=O)c2cc3ccccc3o2)c1
 : 11.1	97.6	.	5.0	99.8	-0.5	-4.9	96.0	0.2
47: CSc1cnc2c(=O)[nH]c(=O)n(C)c2n1
 : -17.3	101.2	-4.0	1.0	96.7	4.6	-0.2	107.2	0.6
48: COc1c(N2CCN(C(=S)Nc3ccccc3F)C(C)C2)c(F)cc2c(=O)c(C(=O)O)cn(C3CC3)c12 (stereo not given)
 : 10.6	58.9	1.3	1.0	97.4	2.5	13.1	100.3	4.9
49: N#CCCN(Cc1cccnc1)C(=S)NCc1ccco1
 : -20.7	89.1	0.1	0.0	89.4	7.6	13.6	82.5	2.2
50: CN(Cc1ccccc1)S(=O)(=O)c1ccc(S(=O)(=O)N(Cc2ccc(F)cc2)C2CCCC2)cc1
 : -10.5	94.5	-1.2	0.0	101.8	2.3	4.4	.	8.3
51: O=C(C[n+]1ccc(C(=O)NCc2ccccc2)cc1)c1ccc(Cl)cc1
 : -27.2	97.3	-3.4	16.0	92.6	6.2	5.7	96.8	5.2
